Redox H2O2 prof = compounds producing H2O2 with reducing agent – biochemical, NIH compound library profiling, artefact control for MLSCN library redox annotation, primary screen. actives 0.03% (n = 200,000). DTT-dependent redox cycling H2O2, phenol red/HRP absorbance; 100% = 100 µM peroxide control, 0% = buffer. activation, % at 10 µM;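 active means activation of at least 50% relative to the plate's high and low controls in the primary single-dose screen; inactive means activation below 50%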;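 further: compound incubated with DTT at 0.8 mM final as the reducing agent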
Hsp70 act = Hsp70 transcriptional activators, primary screen, cell-based, HeLa, Hsp70 promoter luciferase, luminescence, 10 µM. HeLa Hsp70 promoter luciferase reporter; scaled: vehicle 0, proteasome-inhibitor control 100%. activation, % at 10 µM. actives 0.04% (n = 200,000). AID 1203, 2008;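 active means activation above the mean across all tested compounds plus 3 SD, cutoff set per campaign, cut at about 5.5% in these data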;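 further: 100% = MG132 at 30 µM as the positive control and 0% = DMSO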
APP 5UTR inh = inhibitors of APP translation via 5'UTR reporter, primary screen, APP 5'UTR luciferase, SH-SY5Y cells; inhibition, % at 2 µM; AID 1285, 2008; SH-SY5Y APP 5'UTR-luciferase reporter, luminescence; actives 0.82% (n = 190,000);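 active means inhibition above a set limit, derived from the sample mean plus 3 SD, cut at about 45% in these data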; further: values of inactives mirror those of a sister screen read the other way
G6PDH CS = L. mesenteroides G6PDH inhibitors, counter-screen for G6PDH-coupled screening assays, biochemical, Leuconostoc mesenteroides enzyme; glucose-6-phosphate dehydrogenase [Leuconostoc mesenteroides]; Purified L. mesenteroides G6PDH, diaphorase/resazurin coupled fluorescence, 45 min; inhibition, % at 5 µM; actives 0.12% (n = 200,000); AID 1020, 2008; in the data active means inhibition above about 50%
FLuc inh counter = firefly luciferase enzyme inhibitors, primary screen, artefact control for luciferase-based inhibitor screens, biochemical, luminescence, ATPLite. 10 min. inhibition, % at 10 µM. actives 1.5% (n = 200,000);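 active means inhibition above about 50% when tested at 10 µM, limit read from the data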
Target sequence (P08659 whole entry, looked up): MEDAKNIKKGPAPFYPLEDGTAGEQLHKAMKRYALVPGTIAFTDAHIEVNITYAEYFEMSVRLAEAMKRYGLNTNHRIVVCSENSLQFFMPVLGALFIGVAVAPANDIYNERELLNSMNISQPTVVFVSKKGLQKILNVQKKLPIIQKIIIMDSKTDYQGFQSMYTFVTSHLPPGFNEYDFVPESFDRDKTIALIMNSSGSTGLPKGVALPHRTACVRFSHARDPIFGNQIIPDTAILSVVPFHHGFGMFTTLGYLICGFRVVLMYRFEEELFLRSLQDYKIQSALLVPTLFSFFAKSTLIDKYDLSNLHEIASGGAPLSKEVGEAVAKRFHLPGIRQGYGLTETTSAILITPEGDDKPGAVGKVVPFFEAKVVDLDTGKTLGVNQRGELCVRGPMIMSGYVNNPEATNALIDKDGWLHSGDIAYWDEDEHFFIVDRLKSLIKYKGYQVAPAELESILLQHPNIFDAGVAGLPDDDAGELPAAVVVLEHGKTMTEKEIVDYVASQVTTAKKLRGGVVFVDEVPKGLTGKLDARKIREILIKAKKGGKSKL
FLuc stim CS = FLuc activators, initial screening, artefact control for FLuc-dependent activation tests, biochemical, ATPlite luminescence; Luciferin 4-monooxygenase (Photinus pyralis), P08659; ATPlite luciferase biochemical, 10 min; 0 = ATP-free wells, 1 = DMSO control; activation factor at 10 µM; 200,000 tested, under 10 active; AID 1027, 2008;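 active means luciferase activation factor, scaled between plate controls, of at least 2 with compound at 10 µM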
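System: Luciferase/luciferin detection reagent, cell-free biochemical luciferase assay | Medium: PBS buffer for ATP | Dosing: Test compounds dosed from 2 mM stocks in 100% DMSO | Timing: 10 min at ambient temperature | Signal: Luminescence measurement of luciferase light output | Evaluation: Luciferase activation, seen as luminescence increase over controls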
STAT1 activator = STAT1 signaling activators, primary screen, cell-based, HTS, luciferase reporter. NIH 3T3 STAT1-luciferase reporter, IFN-gamma, luminescence; 100% = IFN-gamma alone, no compound. activation (% of control), % at 5.5 µM. actives 2.6% (n = 200,000). AID 932, 2007;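 active means activation above the screen-wide mean activation plus 3 SD, cut at about 130% in these data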;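 further: raw ratio to IFN-gamma control signal so 100% means no change and 0% no light; values of inactives mirror those of a sister screen read the other way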
NF-kB expr up = activators of NF-kB expression in neurons, primary screen, cell-based, HTS; human neuronal cells, NF-kB reporter expression; stronger effect = higher value; fold change at 12.5 µM; AID 1239, 2008; actives 1.6% (n = 190,000); in the data active means fold change above about 3.3
Efa HMGR inh = inhibitors of E. faecalis class II HMGR, primary screen, biochemical, Enterococcus faecalis; HMG-CoA reductase (Enterococcus faecalis, mvaE); inhibition, % at 10 µM; purified E. faecalis HMGR, NADPH absorbance 340 nm kinetic; actives 0.41% (n = 190,000);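 active means inhibition above a set limit, the median over all tested compounds plus 3 SD, cut at about 9.5% in these data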;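 further: enzyme runs in reverse so mevalonate oxidation gives rising NADPH absorbance; 0% = complete reaction with DMSO and 100% = background rate lacking mevalonate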
APP 5'UTR act = activators of APP 5'UTR luciferase reporter, primary screen, SH-SY5Y cells. SH-SY5Y APP 5'UTR luciferase reporter, luminescence; zero percent = DMSO vehicle wells. activation, % at 2 µM. actives 1% (n = 190,000);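 active means activation above a set limit, based on mean plus 3 SD of controls, cut at about 140% in these data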; further: values of inactives mirror those of a sister screen read the other way
* hit, by the source's call.

For COc1ccc(-c2cc(C(=O)N3CCOCC3)c3cc(C)ccc3n2)cc1 the results were Redox H2O2 prof 2.8, Hsp70 act -0.1, APP 5UTR inh -17.5, G6PDH CS 14.2, FLuc inh counter 8.2, FLuc stim CS 0.9, STAT1 activator 107.1, NF-kB expr up 0.78, Efa HMGR inh 3.6 and APP 5'UTR act 17.5.
`Cc1ccc(/C=C2\Oc3c(ccc(O)c3CN3CCN(CCO)CC3)C2=O)cc1` gave Redox H2O2 prof -1.4, Hsp70 act -0.1, APP 5UTR inh -11.2, G6PDH CS 4.3, FLuc inh counter 10.5, FLuc stim CS 0.9, STAT1 activator 94.4, NF-kB expr up 1.49, Efa HMGR inh 0.5 and APP 5'UTR act 11.2.
`CC(=O)C1=C(C)NC(SCc2ccc(C#N)cc2)=C(C#N)C1c1ccco1` (configuration not stated) gave Redox H2O2 prof 0.3, Hsp70 act -0.4, APP 5UTR inh 0.9, G6PDH CS 4.8, FLuc inh counter -7.1, FLuc stim CS 1.1, STAT1 activator 96.3, NF-kB expr up 1.1, Efa HMGR inh -5.3 and APP 5'UTR act -0.9.
`O=C1c2ccc(Oc3ccc4c(c3)C(=O)N(CCCCO)C4=O)cc2C(=O)N1CCCCO` gave Redox H2O2 prof -0.3, Hsp70 act -0.3, APP 5UTR inh -2.9, G6PDH CS 5.3, FLuc inh counter -2.0, FLuc stim CS 1, STAT1 activator 90.0, NF-kB expr up 1.02, Efa HMGR inh -0.4 and APP 5'UTR act 2.9.
Screening Cc1cc(C)n2[nH]c(=O)c(N=Nc3cccc(Cl)c3)c2n1 returned Redox H2O2 prof -1.5, Hsp70 act -0.3, APP 5UTR inh -0.7, G6PDH CS 1.6, FLuc inh counter -6.8, FLuc stim CS 1.1, STAT1 activator 99.2, NF-kB expr up 1.53, Efa HMGR inh -5.3 and APP 5'UTR act 0.7.
For N#Cc1cccc(NC(=O)COC(=O)CCc2nc3ccccc3c(=O)[nH]2)c1 the results were Redox H2O2 prof -0.1, Hsp70 act -0.2, APP 5UTR inh -7.5, G6PDH CS 6.2, FLuc inh counter 7.0, FLuc stim CS 0.9, STAT1 activator 102.9, NF-kB expr up 1.2, Efa HMGR inh -3.2 and APP 5'UTR act 7.5.
`CN(C)c1ccc(/C=N\NC(=S)SCN2C(=O)C3CCC(C)(C2=O)C3(C)C)cc1` (configuration not stated) gave Redox H2O2 prof 1.3, Hsp70 act -0.3, APP 5UTR inh -10.0, G6PDH CS 2.5, FLuc inh counter 8.7, FLuc stim CS 0.9, STAT1 activator 86.4, NF-kB expr up 1.07, Efa HMGR inh -0.4 and APP 5'UTR act 10.0.
For CNc1cc(F)nc(F)n1 the results were Redox H2O2 prof -1.0, Hsp70 act 0.1, APP 5UTR inh -8.9, G6PDH CS -0.3, FLuc inh counter -4.9, FLuc stim CS 1, STAT1 activator 100.4, NF-kB expr up 0.91, Efa HMGR inh -1.2 and APP 5'UTR act 8.9.
CCCCCOc1ccc(Br)cc1/C(C)=N/NC1=NCCN1 was read as Redox H2O2 prof 0.1, Hsp70 act 0.4, APP 5UTR inh 94.5*, G6PDH CS 0.0, FLuc inh counter -10.3, FLuc stim CS 1.1, STAT1 activator 94.3, NF-kB expr up 2.23, Efa HMGR inh -1.9 and APP 5'UTR act -94.5.
Screening C=CCc1cc(Cl)ccc1OCCOCCNCCOC returned Redox H2O2 prof 0.1, Hsp70 act -0.2, APP 5UTR inh 5.5, G6PDH CS 3.4, FLuc inh counter -0.7, FLuc stim CS 1, STAT1 activator 97.0, NF-kB expr up 1.26, Efa HMGR inh -4.8 and APP 5'UTR act -5.5.
`O=C(NCC1CCCO1)c1cccc(F)c1` (configuration not stated) gave Redox H2O2 prof -0.1, Hsp70 act 0.0, APP 5UTR inh -5.3, G6PDH CS 6.2, FLuc inh counter -2.1, FLuc stim CS 1, STAT1 activator 107.3, NF-kB expr up 1.1, Efa HMGR inh -4.6 and APP 5'UTR act 5.3.
For COc1ccc(Cc2nnc(NC(=O)c3ccc(Cl)c([N+](=O)[O-])c3)s2)cc1 the results were Redox H2O2 prof 4.0, Hsp70 act -0.1, APP 5UTR inh 15.8, G6PDH CS 14.0, FLuc inh counter -6.6, FLuc stim CS 1.1, STAT1 activator 95.5, NF-kB expr up 1.22, Efa HMGR inh -3.5 and APP 5'UTR act -15.8.
Screening COc1cccc(NC(=O)C(c2ccccc2)N2CCNC(=O)C2)c1 (configuration not stated) returned Redox H2O2 prof -1.0, Hsp70 act 0.1, APP 5UTR inh -20.7, G6PDH CS 13.0, FLuc inh counter -4.1, FLuc stim CS 1, STAT1 activator 94.3, NF-kB expr up 1.47, Efa HMGR inh 1.8 and APP 5'UTR act 20.7.
`CCC1CCC2(CC1)NNC(=S)NN2` gave Redox H2O2 prof -0.1, Hsp70 act 0.0, APP 5UTR inh -5.0, G6PDH CS 10.1, FLuc inh counter -1.9, FLuc stim CS 1, STAT1 activator 92.3, NF-kB expr up 1.13, Efa HMGR inh -1.8 and APP 5'UTR act 5.0.
Screening O=C(N/C(=C\c1cccs1)C(=O)N1CCOCC1)c1cccs1 returned Redox H2O2 prof -0.2, Hsp70 act -0.2, APP 5UTR inh 5.6, G6PDH CS 3.0, FLuc inh counter -1.1, FLuc stim CS 1, STAT1 activator 103.1, NF-kB expr up 1.01, Efa HMGR inh -1.6 and APP 5'UTR act -5.6.
Screening Nn1c(SCC(=O)N2CCCc3ccccc32)nnc1-c1ccccc1 returned Redox H2O2 prof -3.3, Hsp70 act -0.3, APP 5UTR inh -11.9, G6PDH CS -2.2, FLuc inh counter -7.8, FLuc stim CS 1.1, STAT1 activator 91.0, NF-kB expr up 0.91, Efa HMGR inh -7.1 and APP 5'UTR act 11.8.
For COc1cccc(N(CC(=O)NCCSc2ccc(Cl)cc2)S(C)(=O)=O)c1 the results were Redox H2O2 prof 0.0, Hsp70 act 0.1, APP 5UTR inh -0.8, G6PDH CS 1.9, FLuc inh counter -8.2, FLuc stim CS 1.1, STAT1 activator 100.6, NF-kB expr up 1.06, Efa HMGR inh -0.3 and APP 5'UTR act 0.8.
Screening Cc1ccc(CN(C(=O)Cn2nnc3ccccc32)C(C(=O)NCc2ccco2)c2ccc(C)o2)cc1 (configuration not stated) returned Redox H2O2 prof 0.8, Hsp70 act 0.2, APP 5UTR inh -18.3, G6PDH CS 2.5, FLuc inh counter -12.5, FLuc stim CS 1.1, STAT1 activator 103.0, NF-kB expr up 0.63, Efa HMGR inh 2.5 and APP 5'UTR act 18.3.
Screening Cc1ccc2cn[nH]c2c1NC(N)=S returned Redox H2O2 prof -0.6, Hsp70 act 0.2, APP 5UTR inh -3.6, G6PDH CS 5.4, FLuc inh counter -7.7, FLuc stim CS 1.1, STAT1 activator 101.8, NF-kB expr up 0.82, Efa HMGR inh -9.3 and APP 5'UTR act 3.6.
For COc1ccc(S(=O)(=O)NCC2CCC(C(=O)NCc3cccnc3)CC2)cc1 (configuration not stated) the results were Redox H2O2 prof 1.2, Hsp70 act -0.1, APP 5UTR inh -20.7, G6PDH CS -0.8, FLuc inh counter -7.5, FLuc stim CS 1.1, STAT1 activator 100.8, NF-kB expr up 1.04, Efa HMGR inh 4.7 and APP 5'UTR act 20.7.
N#Cc1c(-c2ccccc2)nc2n(c1=O)CCS2 was read as Redox H2O2 prof 2.2, Hsp70 act -0.2, APP 5UTR inh -6.4, G6PDH CS 8.2, FLuc inh counter -5.9, FLuc stim CS 1.1, STAT1 activator 103.8, NF-kB expr up 1.04, Efa HMGR inh -3.1 and APP 5'UTR act 6.4.
For CCOCCCNC(=S)NCCNc1nc2ccc(C)cc2cc1C#N the results were Redox H2O2 prof 0.4, Hsp70 act -0.3, APP 5UTR inh -19.9, G6PDH CS -0.2, FLuc inh counter -1.2, FLuc stim CS 1, STAT1 activator 100.7, NF-kB expr up 0.91, Efa HMGR inh 0.1 and APP 5'UTR act 19.9.
Screening CCOCCCNC(=O)C(NC(=O)c1ccccc1O)c1ccc(Cl)cc1 (configuration not stated) returned Redox H2O2 prof -1.6, Hsp70 act -0.1, APP 5UTR inh -0.1, G6PDH CS 6.3, FLuc inh counter -9.6, FLuc stim CS 1.1, STAT1 activator 107.6, NF-kB expr up 1.12, Efa HMGR inh -3.6 and APP 5'UTR act 0.1.
CN(C)c1ccc(/C(=N\O)c2ccccc2)cc1 was read as Redox H2O2 prof 3.0, Hsp70 act -0.2, APP 5UTR inh -26.9, G6PDH CS 0.9, FLuc inh counter 5.0, FLuc stim CS 0.9, STAT1 activator 117.9, NF-kB expr up 1.44, Efa HMGR inh -3.7 and APP 5'UTR act 26.9.
`COc1cc(C(=O)NCC(=O)N/N=C/c2cccc(OC(=O)c3ccco3)c2)cc(OC)c1OC` gave Redox H2O2 prof 0.1, Hsp70 act -0.3, APP 5UTR inh -34.7, G6PDH CS 1.8, FLuc inh counter -1.4, FLuc stim CS 1, STAT1 activator 100.7, NF-kB expr up 0.96, Efa HMGR inh 3.3 and APP 5'UTR act 34.7.
COC(=O)C1CCN(C(=O)COC(=O)CCc2nc3ccccc3c(=O)[nH]2)CC1 was read as Redox H2O2 prof -0.3, Hsp70 act -0.4, APP 5UTR inh 4.8, G6PDH CS 1.4, FLuc inh counter -2.2, FLuc stim CS 1, STAT1 activator 86.6, NF-kB expr up 1.05, Efa HMGR inh -4.4 and APP 5'UTR act -4.8.
N#C/C(=N\Nc1ccccc1F)c1nc(-c2ccccc2)cs1 was read as Redox H2O2 prof -2.4, Hsp70 act 0.1, APP 5UTR inh -29.2, G6PDH CS 7.7, FLuc inh counter 2.4, FLuc stim CS 1, STAT1 activator 95.2, NF-kB expr up 1.19, Efa HMGR inh -6.9 and APP 5'UTR act 29.2.
For Cc1ccc(C(=O)NC(=S)NNC(=O)c2ccccc2[N+](=O)[O-])cc1 the results were Redox H2O2 prof 1.1, Hsp70 act -0.2, APP 5UTR inh -69.3, G6PDH CS -1.2, FLuc inh counter -9.4, FLuc stim CS 1.1, STAT1 activator 106.4, NF-kB expr up 1.51, Efa HMGR inh 4.6 and APP 5'UTR act 69.3.
For CCN1CCN(Cc2ccccc2NC(=O)Nc2ccc(C)cc2)CC1 the results were Redox H2O2 prof 0.9, Hsp70 act 0.1, APP 5UTR inh -22.3, G6PDH CS 3.9, FLuc inh counter 28.0, FLuc stim CS 0.7, STAT1 activator 115.1, NF-kB expr up 1.58, Efa HMGR inh -11.7 and APP 5'UTR act 22.3.

Screens deposited in PubChem BioAssay by several laboratories.
